From PubChem
Giardia FBPA inh = blocks Giardia fructose-bisphosphate aldolase activity; AID 2451; A8B2U2; Potency, µM (top dose mostly 59.6 µM), for inactives: at the highest dose activity, negative = inhibition, actives largely listed as inhibitors; purified Giardia FBPA; 0.71% of 290,000 active; also: potency is read from the fitted curve at half-maximal effect; % is scaled to controls: 0 for no effect and ±100 for the full control effect; nearly all actives have a fitted effect of over 55% in size
Target sequence (A8B2U2 whole entry, looked up): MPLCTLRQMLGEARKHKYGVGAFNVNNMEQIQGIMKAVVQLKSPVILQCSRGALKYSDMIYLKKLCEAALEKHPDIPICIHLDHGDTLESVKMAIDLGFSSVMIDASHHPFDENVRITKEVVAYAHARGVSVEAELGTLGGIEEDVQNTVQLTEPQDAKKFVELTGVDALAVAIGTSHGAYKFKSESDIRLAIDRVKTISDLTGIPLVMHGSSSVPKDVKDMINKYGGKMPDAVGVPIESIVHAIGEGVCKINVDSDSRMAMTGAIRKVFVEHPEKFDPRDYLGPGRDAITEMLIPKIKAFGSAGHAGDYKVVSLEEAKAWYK
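Giardia FBPA (40 nM reagent) was preincubated 10 min at RT with compound (up to 57.5 uM final), then substrate plus GAPDH/TPI/NAD/arsenate coupling system with diaphorase/resazurin was added; resorufin fluorescence (525/598 nm) was read after 20 min.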
CHX counter = counter-screen for Shiga toxin inhibitors: cycloheximide protein synthesis inhibition; AID 2314; 12% of 300,000 active; max response, %; cell reporter, cycloheximide protein synthesis inhibition counterscreen; in the data active = max response mostly above about 13%, no sharp cut-off; inactive = mostly below about 14%; also: read at 38.3 µM for the half of the compounds with a filed dose; 0% is about no effect
Shiga inhibitor = inhibitors of Shiga toxin in Vero cells; Vero cells, Shiga toxin protein synthesis inhibition reporter; inhibition, % at 38.7 µM; 9.2% of 290,000 active; AID 2315; in the data active = inhibition mostly above about 28%, no sharp cut-off; inactive = mostly below about 43%; also: 0% is about no effect
AmpC no deterg = blocks E. coli AmpC beta-lactamase in detergent-free assay | Potency, µM (series often up to 57.1 µM), for the others: at the highest dose activity change, negative = inhibition, actives largely listed as inhibitors | AmpC nitrocefin hydrolysis, absorbance 480 nm, 0.0001% Triton | AID 485341 | P00811 | 0.52% of 330,000 active;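 also: potency is read from the fitted curve at half-maximal effect; plate controls were no compound for no effect and no enzyme for full effect; nearly all actives have a fitted effect of over 20% in size; some results filed as inactive show a strong effect at the top dose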
Target sequence (P00811 whole entry, looked up): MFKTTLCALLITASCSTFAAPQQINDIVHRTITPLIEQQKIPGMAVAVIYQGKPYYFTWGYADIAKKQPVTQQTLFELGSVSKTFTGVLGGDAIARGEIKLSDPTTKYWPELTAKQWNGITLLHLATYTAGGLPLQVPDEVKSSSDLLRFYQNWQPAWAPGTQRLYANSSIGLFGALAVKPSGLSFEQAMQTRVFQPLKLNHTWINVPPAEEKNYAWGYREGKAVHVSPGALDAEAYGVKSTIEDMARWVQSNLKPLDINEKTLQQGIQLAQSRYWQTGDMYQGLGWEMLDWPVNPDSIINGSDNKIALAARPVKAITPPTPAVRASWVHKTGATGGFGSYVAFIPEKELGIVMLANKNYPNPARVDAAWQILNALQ
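20 mM phosphate pH 7.0 + 0.01% (detergent screen) or 0.0001% Triton X-100; 5.3 nM AmpC reagent; cpd preinc 15 min RT; nitrocefin (800 uM stock) to start; A480 q20 s × 4 min; Activity was normalised to no-enzyme and no-compound control wells.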
AMA1 RON2 block = disrupts binding of P. falciparum AMA1 to RON2; AlphaScreen AMA1-biotinylated RON2 peptide binding; Potency, µM (series often up to 58.2 µM), inactives show at the highest dose activity change, negative = inhibition, actives largely listed as inhibitors; 0.2% of 360,000 active; AID 720542;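 also: potency is read from the fitted curve at half-maximal effect; 0% = vehicle wells and -100% = peptide control; nearly all actives have a fitted effect of over 45% in size; some results filed as inactive show a strong effect at the top dose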
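AMA1 (3D7) with his tag at 25 nM final met compounds first, then biotinylated RON2 peptide at 25 nM; detection used donor plus acceptor beads, 10 µg/mL apiece, read by AlphaScreen after 30 min at room temperature.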
AmpC inh detg = AmpC beta-lactamase inhibition with detergent present; 0.041% of 370,000 active; AmpC hydrolysis of nitrocefin, absorbance 480 nm, 0.01% Triton; AID 485294; Potency, µM (top dose mostly 114 µM), for the others: at the top dose activity change, negative = inhibition, actives largely listed as inhibitors;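 also: potency is read from the fitted curve at half-maximal effect; 0% = no-compound wells and -100% = no-enzyme wells; nearly all actives have a fitted effect of over 25% in size; some results filed as inactive show a strong effect at the top dose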
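20 mM phosphate pH 7.0 + 0.01% (detergent screen) or 0.0001% Triton X-100; 5.3 nM AmpC reagent; cpd preinc 15 min RT; nitrocefin (800 uM stock) to start; A480 q20 s × 4 min; Activity was normalised to no-enzyme and no-compound control wells.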
HCMV inh = human cytomegalovirus inhibition; HFF cells, HCMV-luciferase reporter, 72 h; active compounds read low; activity change, negative = inhibition, % at 57.5 µM; 4.5% of 410,000 active; AID 1259415; in the data active = activity change below about -60%; inconclusive = no clear call, values can overlap the other calls; inactive = above about -39%; also: % is scaled to controls: 0 for no effect and ±100 for the full control effect
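HFF cells seeded 16 h at 37C, treated with compounds, infected with luciferase-reporter HCMV at MOI 1 PFU/cell; luciferase read at 72 h post infection, normalized to buffer-only and Salinomycin controls.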
Numbers without * were called inactive; ? = inconclusive; / = not tested or not shown; & = joins results of further samples; [ ] = another dose, or the depositor's remark. Unless noted, calls follow the shape of the dose curve; as a rule, active = well fitted curve in the direction sought with a large enough effect; inconclusive = small, poorly fitted or top-dose-only effect, or another doubt; inactive = no such curve, though single readings can be large; an effect the other way counts as inactive or inconclusive.

| structure | AmpC no deterg | HCMV inh | AMA1 RON2 block | CHX counter | AmpC inh detg | Shiga inhibitor | Giardia FBPA inh |
| --- | --- | --- | --- | --- | --- | --- | --- |
| c1cc(-c2noc(CCC3CCCC3)n2)ccn1 | -15% | 123 | -3% | 17* | -14% | 15 | 1% |
| O=c1[nH]c(=O)n(CCC2=CCCCC2)c(O)c1C=NCCCn1ccnc1 | -1% | -7 | -5% | 8 | -11% | 12 | -8% |
| CC(C)Cn1c(N)c(C(=O)COC(=O)C2=COCCO2)c(=O)n(C)c1=O | -24% | -11 | 6% | -1 | 1% | 15 | -5% |
| Cc1nn(C)c(C)c1S(=O)(=O)N(CC(=O)Nc1ccc2c(c1)OCO2)c1ccc(C(C)C)cc1 | -6% | -9 | -9% | -2 | ? | 3 | -3% |
| Fc1cccc(Nc2ncnc3[nH]ncc23)c1 | -16% | ? | 19% | -5 | 1% | 1 | -2% |
| Cc1ccc(-n2nc3c(=O)n(C(C)C(=O)NCCc4cccs4)nc(C)c3c2C)cc1 (stereo unspecified) | -4% | / | 1% | 19 | -1% | 7 | 12% |
| O=c1ccc(C(F)(F)F)cn1Cc1cc(=O)n2ccsc2n1 | -16% | -37 | -10% | 12 | -1% | 27 | 0% |
| CC(=O)NC(CC(=O)NCc1ccncc1)c1ccccc1 (stereo unspecified) | -10% | 20 | -14% | 9 | 3% | 1 | / |
| CO/C1=C\C(C)=C\[C@@H](C)[C@@H](O)[C@@H](C)C/C(C)=C/C=C/[C@H](OC)[C@@H]([C@@H](C)[C@@H](O)[C@H](C)[C@@]2(O)C[C@@H](O)[C@H](C)C(C(C)C)O2)OC1=O (stereo partly specified) | / | / | / | 7 | / | -1 | -21% |
| O=C(N/N=C/c1ccccn1)c1cc(C2CC2)[nH]n1 | -15% | ? | 53%[activator] | 38* | 0% | 111* | 18µM* |
| CC(C)(C)NC(=O)CCc1ncc(C(F)(F)F)cc1Cl | -10% | -1 | 5% | -1 | 8% | 27 | 2% |
| O=C(O)c1cccc(S(=O)(=O)N(Cc2ccccc2)c2ccccc2)c1 | -16% | 6 | 13% | -1 | ? | 22 | 13% |
| CCCCC(CC)C(=O)Nc1ccc(C)c(O)c1 (stereo unspecified) | -22% | ? | -4% | 3 | -7% | 32 | 4% |
| CCCCOc1nc2ccccc2nc1NS(=O)(=O)c1ccc(F)cc1 | -27% | -12 | -4% | 10 | 1% | 19 | -3% |
| COc1ccc(-c2csc(N3CCC(C(N)=O)(N4CCCCC4)CC3)n2)cc1 | 20% | -81* | -3% | -5 | 2% | -5 | -5% |
| O=C(CSc1nnc(Nc2ccccc2F)s1)Nc1cccc(S(=O)(=O)N2CCCCC2)c1 | -29% | 9 | -1% | 42* | ? | 75* | -3% |
| CCOC(=O)C1CCN(C(=O)COc2ccc(N(C)S(=O)(=O)c3cccs3)cc2)CC1 | 54% | -7 | 5% | 2 | -12% | 32 | 5% |
| COc1ccc(S(=O)(=O)N2CCc3ccccc32)cc1NC(C)=O | 1% | -38 | -2% | -1 | 3% | -4 | -24% |
| COc1ccc(OC)c(CCNC(=O)CCn2ccc3cc(S(=O)(=O)N4CCCC4)ccc32)c1 | 34% | -38 | -5% | -1 | -5% | 1 | 4% |
| Cc1csc(SCC(=O)Nc2ccc3[nH]c(=O)[nH]c3c2)n1 | -11% | -14 | -1% | / | / | / | / |
| CCC(C#CCN1CCOCC1)(CC)OCCC#N | -14% | 4 | -1% | -3 | ? | -10 | 3% |
| COc1ccc(N2C3=C(C(=O)CC(C)(C)C3)C(c3cnn(C)c3)C3=C2CC(C)(C)CC3=O)cc1 | 70%[activator] | -6 | -2% | -2 | 1% | -6 | 10% |
| CCCCN(C)C(=O)c1cc2cc3cc(OC)ccc3nc2o1 | 61%[activator] | 12 | 0% | 42* | ? | 63* | -20% |
| CC(C)(C)OC(=O)NCCCCCNC(=O)c1nc[nH]c1C(=O)NCC(=O)OCc1ccccc1 | 71%[activator] | -2 | 130%[activator] | / | / | / | / |
| O=C(c1ccccc1Br)N1CCc2c([nH]c3ccccc23)C1 | -4% | -23 | -22% | -6 | 1% | -1 | -4% |
| CCOc1ccccc1NC(=O)COC(=O)c1ccc2ccccc2n1 | -16% | 22 | 0% | / | -2% | / | / |
| CC(=O)O[C@@H]1CC[C@@]2(C)[C@H](C1)[C@H](OC(C)=O)C[C@@H]1[C@@H]2C[C@H]2[C@@H]3CN4C[C@H](C)CC[C@H]4[C@H](C)[C@H]3CC[C@@]12O | / | / | / | 8 | / | -12 | 2% |
| Cc1cccc(-c2nc(=S)c3c(n2Cc2ccco2)CCCC3)c1 | -13% | -20 | 53%[activator] | 13 | ? | 13 | -15% |
| CC1(C)CN=C(N2CCN(c3ncnc4sc5c(c34)CCCC5)CC2)S1 | -9% | / | / | 0 | ? | -3 | 0% |
| O=C(CSc1nc2c(c(C(F)(F)F)n1)CCc1ccccc1-2)NCc1ccccc1 | -58% | -19 | 2% | 3 | -4% | 17 | -7% |

Given with values under each structure: entries from further up.
The line under a structure holds: AmpC no deterg	HCMV inh	AMA1 RON2 block	CHX counter	AmpC inh detg	Shiga inhibitor	Giardia FBPA inh
Cc1cccc(-c2nc(=S)c3c(n2Cc2ccco2)CCCC3)c1
  -13%	-20	53%[activator]	13	?	13	-15%
CC1(C)CN=C(N2CCN(c3ncnc4sc5c(c34)CCCC5)CC2)S1
  -9%	/	/	0	?	-3	0%
O=C(CSc1nc2c(c(C(F)(F)F)n1)CCc1ccccc1-2)NCc1ccccc1
  -58%	-19	2%	3	-4%	17	-7%

The listing continues:
| structure | AmpC no deterg | HCMV inh | AMA1 RON2 block | CHX counter | AmpC inh detg | Shiga inhibitor | Giardia FBPA inh |
| --- | --- | --- | --- | --- | --- | --- | --- |
| Cc1sc2nc(C(C)C)oc(=O)c2c1C | -2% | 81 | 0% | -6 | 1% | -20 | -9% |
| O=C(NCCN1C(=O)S/C(=C\c2ccc(Cl)c(Cl)c2)C1=O)c1ccc2c(c1)C(=O)N(Cc1ccncc1)C2=O | -35% | -34 | -1% | 10 | -5% | 7 | -6% |
| O=C(CSCc1cccc(Br)c1)NC1CC1 | -14% | -22 | 4% | 10 | -12% | 12 | 1% |
| CCOC(=O)C1CCN(C/C=C/c2ccccc2OC)CC1 | 4% | -4 | -7% | -2 | -5% | -18 | -16% |
| OC1(c2ccc(Cl)cc2)CCN(Cc2c[nH]c3ccccc23)CC1 | / | ? | -1% | / | / | / | 1%&10% |
| c1ccc(SCCc2ccncc2)cc1 | -12% | 11 | 5% | 20* | ? | 15 | 1% |
| CCc1nc(SCC(=O)Nc2ccc(F)cc2F)c2c(=O)n(C)c(=O)n(C)c2n1 | 0% | 4 | -13% | 0 | -2% | -13 | 5% |
| O=C1CCCN1C(=O)COc1ccccc1[N+](=O)[O-] | -18% | 6 | -5% | / | 0% | / | / |
| O=C(CCN1C(=O)C2CC=CCC2C1=O)Nc1nccs1 (stereo unspecified) | -16% | -29 | -14% | 1 | 0% | -8 | 4% |
| Cn1c(=O)c(=O)n(C)c2cc(S(=O)(=O)Nc3ccc4c(c3)OCCO4)ccc21 | -26% | -76* | 0% | 62* | 0% | 115* | -22% |
| COC(=O)c1c(N)sc2c1CCN(c1ncc(C(F)(F)F)cc1Cl)C2 | -38% | -31 | 29% | -2 | -13% | -18 | -5% |
| COC(=O)c1ccc(COc2ccccc2/C=N/NS(=O)(=O)c2ccc(C)cc2)cc1 | -12% | -94* | -6% | -2 | 6% | -10 | -2% |
| O=C(Nc1cc(Cl)ccc1-n1cncn1)c1cncc(Br)c1 | -18% | -4 | 12% | / | -8% | / | / |
| COC(=O)c1sccc1NC(=O)c1ccco1 | -12% | 19 | -9% | -3 | ? | -5 | -1% |
| O=C(Nc1nccs1)c1ccc(N2C(=O)[C@@H]3[C@H](C2=O)[C@H]2C=C[C@@H]3C2)cc1 | -19% | -10 | 41%[activator] | 26* | -3% | 54* | -1% |
| CC(Oc1ccc(Cl)cc1)C(=O)/C=C/N(C)C (stereo unspecified) | -32% | -25 | -7% | -3 | -6% | -18 | 4% |
| Cc1cnc(NC(=O)c2c(-c3ccccc3)noc2C)s1 | -30% | 0 | 84%[activator] | -3 | ? | 2 | 0% |
| COc1ccc(C(=O)c2ccc(-c3ccc(OC)cc3)nc2)cc1 | -3% | 51 | 15% | -1 | -2% | 27 | 14% |
| COc1ccc(Cc2nnc(SCC(=O)Nc3cc(Cl)ccc3C)[nH]c2=O)cc1 | -44% | -9 | -11% | / | -20% | / | / |
| CC(=O)Nc1cc(-c2nn(C)c(=O)c3ccccc23)ccc1N1CCOCC1 | -15% | 151 | 8% | -3 | -1% | -12 | 2% |
| O=C(CN1CCN(c2ccccn2)CC1)Nc1ccc(OC(F)(F)F)cc1 | 53% | 0 | -1% | -3 | 2% | -6 | 5% |
| CCN1CCN(CC(=O)c2c[nH]c3ccc(C)cc23)CC1 | -15% | 18 | ? | -2 | 1% | -13 | -1% |
| COCCNC(=O)C(C)OC(=O)c1nsc(Cl)c1Cl (stereo unspecified) | -6% | 60 | -7% | -4 | -7% | -3 | 2% |
| O=P(O)(CCc1ccncc1)CN1CCCCC1 | -21% | -29 | 6% | -2 | ? | -18 | 6% |
| COc1ccc(N2CC(C(=O)Nc3ccccc3N3CCCC3)CC2=O)c(OC)c1 (stereo unspecified) | 11% | -22 | -16% | / | -18% | / | / |
| COc1ccc(-c2csc(NC(=O)C3CSC4(C)CCC(=O)N34)n2)cc1 (stereo unspecified) | -8% | -16 | -7% | / | 1% | / | / |
| Cc1ccc(C(=O)O/N=C(\c2ccccc2)c2cccnc2)cc1 | -4% | -32 | -6% | 5 | ? | -10 | 2% |
| NC(=O)c1c(NC(=O)CCCC(=O)O)sc2c1CCCCCC2 | -4% | -12 | -1% | 2 | 0% | 21 | -3% |
| O=C(COC(=O)CNS(=O)(=O)c1ccc(Br)cc1Cl)Nc1ccc(N2CCOCC2)cc1 | -16% | -2 | -10% | / | 0% | / | / |
| O=C(Nc1ccc(F)cc1F)c1csc(-c2cccs2)n1 | -18% | 103 | 1% | 48* | ? | 118* | 0% |
| O=C(Nc1ccc(Cl)c(C(F)(F)F)c1)C1CCCN(S(=O)(=O)c2cnc[nH]2)C1 (stereo unspecified) | -22% | 0 | -7% | 2 | -13% | -9 | -2% |
| O=C(Nc1c(C(=O)O)[nH]c2ccc(F)cc12)c1cccc(C(F)(F)F)c1 | 16% | -29 | -5% | -1 | 2% | 11 | -23% |
| Cc1ccc(C(=O)Nc2ccccc2-c2ccccc2)o1 | -16% | -67* | -5% | 5 | -13% | 18 | 3% |
| CC(CCc1ccccc1)NS(=O)(=O)c1ccccc1Cl (stereo unspecified) | -13% | 7 | 0% | -3 | 1% | -15 | 3% |
| Fc1ccc(-c2nnn3c2nc(NCc2ccccc2)c2ccccc23)cc1 | -15% | -39&29 | -1% | 2 | 5%&-1% | 6 | 2% |
